IL2 activator: activates IL-2 in a cell-based reporter assay; IL-2 activation reporter assay, cell-based qHTS; stimulated with anti-CD3/CD4/CD28 beads; in transgenic mouse T cells; activation, % (series mostly up to about 46 µM); 360,000 tested, 0.065% active; AID 652025; in the data active = activation above about 50%; inconclusive = mostly about 30% to 49%; note: 0% is about no effect
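Readout is EGFP and DsRed signal by fluorescent plate cytometry after 18 h at 37 degrees C. Transgenic mouse T cells (750/well) received compound for 60 min before bead stimulation (anti-CD3, anti-CD4, anti-CD28); memory T cells served as non-tolerant control.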
EPAC1 ag: activates human EPAC1 exchange factor | O95398 | Potency, µM (titrated, usually from 154 µM), inactives show top-dose activation, actives largely listed as activators | AID 720707 | EPAC1 agonist qHTS, biochemical assay; response scale: 100% = response to 6.5 mM cAMP | 360,000 tested, 0.073% active; note: potency is the fitted concentration of half-maximal effect; nearly all actives have a fitted effect of over 60% in size
Target sequence (O95398 whole entry, looked up): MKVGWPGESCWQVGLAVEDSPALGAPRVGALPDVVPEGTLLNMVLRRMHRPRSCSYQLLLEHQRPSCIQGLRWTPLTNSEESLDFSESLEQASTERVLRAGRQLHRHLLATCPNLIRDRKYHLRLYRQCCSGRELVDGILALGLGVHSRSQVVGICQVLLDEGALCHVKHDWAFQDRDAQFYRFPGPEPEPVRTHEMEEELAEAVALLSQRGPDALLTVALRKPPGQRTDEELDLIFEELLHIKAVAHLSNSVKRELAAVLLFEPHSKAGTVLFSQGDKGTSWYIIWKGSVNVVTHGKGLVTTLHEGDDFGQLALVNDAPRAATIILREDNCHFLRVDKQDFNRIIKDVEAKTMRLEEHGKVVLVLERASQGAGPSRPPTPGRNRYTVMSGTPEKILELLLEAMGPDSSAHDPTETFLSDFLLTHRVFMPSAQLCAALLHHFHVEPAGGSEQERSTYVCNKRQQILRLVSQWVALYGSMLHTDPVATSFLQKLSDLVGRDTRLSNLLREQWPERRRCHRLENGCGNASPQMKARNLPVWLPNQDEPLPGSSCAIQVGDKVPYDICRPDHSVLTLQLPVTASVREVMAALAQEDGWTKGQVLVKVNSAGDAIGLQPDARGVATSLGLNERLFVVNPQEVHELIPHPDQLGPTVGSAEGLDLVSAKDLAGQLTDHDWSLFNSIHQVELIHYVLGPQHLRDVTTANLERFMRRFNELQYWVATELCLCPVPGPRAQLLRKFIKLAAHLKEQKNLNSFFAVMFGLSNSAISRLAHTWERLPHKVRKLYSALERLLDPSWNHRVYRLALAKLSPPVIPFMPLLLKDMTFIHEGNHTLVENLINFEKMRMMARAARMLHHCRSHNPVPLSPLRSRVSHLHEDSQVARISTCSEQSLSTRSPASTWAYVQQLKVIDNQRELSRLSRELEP
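Normalized to 6.5 mM cAMP, activity reflects EPAC1-catalysed release of BODIPY-GDP from Rap1B, followed kinetically over 30 min at 480 nm excitation, 540 nm emission. Reaction contained 100 nM EPAC1, 250 nM Rap1B-BODIPY-GDP, 50 uM GDP.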
WRN helicase inh: WRN helicase (human) inhibition; Q14191; 360,000 tested, 0.46% active; WRN helicase unwinding, fluorescent forked duplex, kinetic; Potency, µM (doses to about 114 µM), for the others: at the top dose activity change, negative = inhibition, usual class: inhibitors; note: potency is the fitted concentration of half-maximal effect; % is set by controls: 0 for no effect and ±100 for the full control effect; nearly all actives have a fitted effect of over 55% in size
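WRN at 20 nM final preincubated with compound 15 min at room temperature; reaction started with 100 nM fluorophore/quencher forked duplex oligonucleotide and 2 mM ATP final. Unwinding followed kinetically by red fluorescence (ex 525, em 598 nm).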
EPAC2 ag: EPAC2 (human) agonism | Potency, µM (top dose mostly 154 µM), for the others: at the highest dose activation, usual class: activators | EPAC2 activation, biochemical qHTS; response scale: 100% = 6.5 mM cAMP response | 360,000 tested, 0.079% active | Q8WZA2; note: potency is the fitted concentration of half-maximal effect; nearly all actives have a fitted effect of over 50% in size
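Exchange assay: 100 nM EPAC2 with 250 nM Rap1B-BODIPY-GDP and 50 uM GDP. Fluorescence (ex 480/em 540 nm) read every 5 min for 30 min at room temperature. Data normalized to 6.5 mM cAMP as agonist control.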
PLK1 PBD inh: blocks phosphopeptide binding to human PLK1 polo-box domain; P53350; Plk1 PBD binding of FITC phosphopeptide, fluorescence polarization; Potency, µM, inactives show max response, negative = inhibition, hits mostly inhibitors; 360,000 tested, 2.8% active; AID 720504; note: potency is the fitted concentration of half-maximal effect; series mostly up to about 57 µM; % is set by controls: 0 for no effect and ±100 for the full control effect; nearly all actives have a fitted effect of over 65% in size
CCT chaperon mod: modulators of cytosolic chaperonin (CCT/TRiC) activity | purified chaperonin ATPase assay, HTRF ADP detection, 30 min | activity change, % (no concentration beside the values), hits read low | 360,000 tested, 0.3% active | AID 651819; in the data active = activity change below about -30%; note: % is set by controls: 0 for no effect and ±100 for the full control effect
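First, chaperonin was dispensed at 40 nM or 20 nM final depending on batch activity. Next, compounds were pinned at 76 uM and ATP added at 10 uM. After 30 min at 37 °C, ADP detection reagents ran 30 min at ambient temperature.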
PI5P4K alpha inh: PI5P4K alpha (human) kinase inhibition. PI5P4Kalpha enzyme, ADP-Glo luminescence, 60 min; active compounds read low. max response, %. P48426. 330,000 tested, 1.2% active; active = max response of -50% or lower; inconclusive = between -30% and -50%; inactive = -30% or higher; note: value at the top dose of about 77 µM; % is set by controls: 0 for no effect and ±100 for the full control effect
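ADP-Glo luminescence end-point read after a 60 min room-temperature kinase reaction of PI5P4Kalpha plus substrate, initiated with ATP at 5 microM final. Buffer: 0.038 M HEPES pH 7.4, EGTA, 0.1% CHAPS, 5% DMSO.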
EPAC1 antag: blocks human EPAC1 exchange factor; Potency, µM (series often up to 115 µM), for the others: at the top dose activity change, negative = inhibition, actives largely listed as inhibitors; AID 720709; EPAC1 GEF assay, Rap1b-BODIPY-GDP exchange fluorescence; 360,000 tested, 0.14% active;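 note: potency is the fitted concentration of half-maximal effect; plate controls were vehicle for no effect and positive control for full effect; nearly all actives have a fitted effect of over 50% in size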
Active calls of the source: *; ? = inconclusive; . = no result given; [ ] = another dose, or the depositor's remark. Unless noted, calls come from the whole dose curve; as a rule, active = well fitted curve in the direction sought with a large enough effect; inconclusive = small, poorly fitted or top-dose-only effect, or another doubt; inactive = no such curve, though single readings can be large; an effect the other way counts as inactive or inconclusive. Not all compounds are listed (hit frequency here may not be typical).

mol	WRN helicase inh	PI5P4K alpha inh	EPAC1 antag	EPAC2 ag	PLK1 PBD inh	CCT chaperon mod	EPAC1 ag	IL2 activator
O=C(NC1CCCCC1)C(c1cccs1)N(Cc1cccs1)C(=O)c1ccco1 (stereo not given)	-8%	.	9%	19%	-7%	-0.2	13%	-1.2
CC(SC1=NCCN1S(=O)(=O)c1ccccc1)c1ccccc1 (stereo not given)	-11%	4	?	16%	-8%	-1.3	7%	-3.3
Oc1ccc2ccccc2c1C1Nc2cccc3cccc(c23)N1	-17%	9	?	18%	-9%	-1.3	19%	0.3
O=C(NN=Cc1ccc(N2CCOCC2)cc1)c1cc2ccccc2cc1O	-20%	-58*	-8%	1%	-1%	-1.5	13%	0.2
C=C(C)c1cccc(C(C)(C)NC(=O)N2CCN(CC)CC2)c1	3%	-2	5%	1%	-2%	2.8	-3%	-1.1
CCOC(=O)CSc1nnc(Cc2cc(=O)[nH]c(=O)[nH]2)n1-c1ccc(Cl)cc1	-6%	-8	-14%	?	?	-2.8	2%	0.4
COc1cc(CNC(C)C)c(Br)cc1OC1CCCC1	-2%	1	-8%	-1%	-7%	-1.4	-5%	0.1
C/C(=N\NC(=O)Cc1cccn1C)c1cccs1	-2%	2	2%	-2%	-6%	-2.7	4%	-1.0
Cc1cc(C)c2ccc(C(=O)O)nc2c1O	4%	?	-7%	-4%	-18%	-0.1	0%	4.2
Cc1ccc(-n2nc(C)c(Sc3ccccc3[N+](=O)[O-])c2N)cc1	-30%	-19	-2%	16%	2.4µM*	2.6	7%	-2.0
C=CCn1c(=O)c2ccccc2n2c(=S)[nH]nc12	0%	-13	-6%	-1%	-6%	1.1	5%	1.0
COc1ccc([C@H]2[C@H](C(=O)C(C)(C)C)N3N=Cc4ccccc4C3C23C(=O)OC(C)(C)OC3=O)cc1 (stereo not given in full)	-5%	3	1%	2%	?	-10	-2%	-0.2
O=C(CSc1nnc(-c2ccc3c(c2)OCO3)o1)Nc1ncc(C(F)(F)F)cc1Cl	-4%	?	-18%	-13%	-3%	0.0	0%	0.5
Cc1cccc(OCc2nnc(SCC(=O)NCc3ccc4c(c3)OCO4)o2)c1	9%	-22	14%	4%	0%	2.1	0%	-3.6
CC(C)NC(=O)CN(CCc1ccccc1)S(C)(=O)=O	0%	.	17%	0%	-6%	-1.8	2%	-1.7
CC1CCCC(NC(=O)CSC2CCCCC2)C1C (stereo not given)	-1%	3	-6%	4%	-1%	0.7	-12%	0.0
COc1ccc(-n2cnnc2SCC(=O)Nc2ccc(N3CCOCC3)cc2)cc1	8%	-9	6%	10%	-9%	-2.9	3%	-0.2
O=C(NCC1CCCO1)C1CCCN(S(=O)(=O)c2ccc(Cl)cc2)C1 (stereo not given)	2%	4	16%	2%	-21%	1.5	3%	-0.5
CCN(CC)c1cc2c(c3c1ccn3C)C1CCC2C1 (stereo not given)	-11%	-2	?	4%	-7%	1.0	12%	-0.9
CC(NC(=O)c1cc(=O)[nH]c2ccccc12)c1ccc(F)cc1F (stereo not given)	11%	5	5%	9%	-3%	-15	8%	-0.5
C=CCNc1ncnc2c1ncn2[C@H]1CN(Cc2ccc(F)cc2)C[C@@H](CO)O1	-2%	-3	-13%	6%	-3%	-0.6	6%	0.6
CCOc1ccc(C(=O)N(Cc2ccccc2)c2cccc(C)c2)cc1OC	-12%	11	-4%	0%	0%	-0.6	0%	-3.1
COC(=O)c1[nH]c2ccccc2c1NC(=O)/C=C/c1ccc2c(c1)OCO2	-9%[57.1 µM]	-2	6%	0%	6%	-0.8	-3%	0.4
CCOC(=O)[C@H]1[C@H]2COc3ccc(Cl)cc3[C@@H]2N2C(=O)CN(Cc3ccc(C)cc3)C(=O)[C@@]12C	-8%	-2	-6%	4%	4%	0.1	-7%	-1.6
CN1CCN(CCc2nc3cc(NC(=O)COc4ccccc4)ccc3n2C)CC1	2%	-2	8%	5%	2%	-0.4	-2%	0.6
O=C(O)CCC(=O)N1CCc2cc(S(=O)(=O)N(CCc3ccccc3)Cc3ccccc3)ccc21	-17%	.	-11%	0%	-24%	1.3	1%	-1.7
CC1CC(C)(C)NC(=S)N1CCCC(=O)Nc1ccc(Br)cc1 (stereo not given)	-2%	3	?	5%	-17%	0.4	-3%	-0.8
COCc1cc(C2C(C(=O)c3ccco3)=C(O)C(=O)N2CCOCCO)ccc1O (stereo not given)	5%	-8	-6%	10%	-10%	-3.3	6%	1.0
COc1ccc(OC)c(-c2nc3cc4ccccc4cc3nc2-c2ccccc2)c1	-5%	11	18%	21%	-11%	-0.3	22%	0.6
Cc1nc(-c2ccc(S(=O)(=O)N3CCN(c4ccccc4)CC3)cc2)co1	6%	-3	-21%	10%	-16%	-6.1	1%	-0.2
O=C(NCc1ccc(F)cc1)c1cc(C2CCCN(C(=O)c3ccccn3)C2)on1 (stereo not given)	0%	-5	-9%	2%	-2%	0.5	-7%	0.1
Cc1ccc(-c2noc(CCC(=O)N3CCCC3)n2)cc1	5%	-2	4%	8%	-3%	-0.7	-2%	-0.3
Cc1cccc(Cn2ccc(NC(=O)c3cccnc3)n2)c1	3%	-1	-10%	-1%	-1%	4.7	-7%	0.2
COc1ccc(C(CNC(=O)c2ccc(S(=O)(=O)Nc3ccccc3F)cc2)N(C)C)cc1 (stereo not given)	7%	5	8%	6%	-4%	-6.0	3%	-0.7
CCOc1ccc(NC(=O)CN(C)C(=O)c2ccc(=O)[nH]c2)cc1OCC	-36%	-5	-8%	2%	-7%	1.5	1%	0.6
Nc1cccc(CCc2nc3cc4ccccc4cc3[nH]2)c1	0%	-7	-14%	-6%	-5%	2.6	-4%	2.7
Cc1ccc(CNC(=O)CCc2nnc(Cc3ccc(-c4ccccc4)cc3)o2)o1	-3%	-15	-3%	0%	-23%	-2.3	-5%	-2.2
CC(Sc1ccc2c(c1)OCCO2)C(=O)Nc1ccc(N2CCOCC2)cc1 (stereo not given)	5%	-8	-9%	12%	?	-3.1	1%	0.8
Cc1cc(OCC(=O)OCC(=O)Nc2ccc(Cl)cn2)ccc1Cl	-11%	25	1%	7%	1%	-1.5	9%	-0.8
Cc1nc(NCc2ccco2)c2c(C)c(C)sc2n1	1%	.	10%	9%	-1%	1.4	-4%	-2.5
Cc1cc(C)n(-c2ccc(C(=O)Nc3ccc4c(c3)OCO4)cc2)n1	-6%	4	-7%	10%	-3%	-3.2	-5%	-0.3
O=C(Nc1ccccc1)c1cc(S(=O)(=O)Nc2cccnc2)ccc1Cl	-4%	-3	-4%	12%	5%	-1.5	-2%	0.1
Cc1[nH]c2ccccc2c(=O)c1CN1CCCCC1	9%	-4	9%	5%	-8%	-2.5	-2%	-4.4
CCOC(=O)C1=C(C)N=c2s/c(=C/c3cccc([N+](=O)[O-])c3O)c(=O)n2C1c1ccccc1 (stereo not given)	?	-55*	-10%	10%	19µM*	-0.7	9%	0.3
CCOC(=O)C1=C(C)OC(N)=C(C#N)C1c1cc2cc(C)ccc2nc1N1CCCCC1 (stereo not given)	-7%	3	-9%	2%	?	-8.8	-4%	-1.0
CC(=O)OC[C@]1(OC(C)=O)C[C@@]23CC[C@H]4[C@@](C)(CCC[C@@]4(C)C(=O)O)[C@@H]2CC[C@@H]1C3	-6%	0	-1%	3%	-13%	-2.0	-13%	3.3
Cc1ccc(C)c(OCC(=O)NNC(=O)CCN2CCN(c3ccccc3)CC2)c1	?	3	9%	1%	-5%	-2.8	14%	-2.3
CC(C)C(=O)NCc1cc(-c2ccccc2)no1	-3%	8	-1%	3%	4%	1.4	0%	-0.5
Cc1cc(S(=O)(=O)NC(C)C)ccc1OCC(=O)N1CCOCC1	0%	.	3%	2%	-6%	-2.7	-1%	-3.9
Cc1cc(=O)[nH]c(SCC(=O)Nc2ncc(S(=O)(=O)c3ccc([N+](=O)[O-])cc3)s2)n1	-9%	-16	11%	3%	-27%	-2.8	8%	0.6

Record cards (already shown). Order of screens: WRN helicase inh, PI5P4K alpha inh, EPAC1 antag, EPAC2 ag, PLK1 PBD inh, CCT chaperon mod, EPAC1 ag, IL2 activator
CC(C)C(=O)NCc1cc(-c2ccccc2)no1 across the screens: -3%, 8, -1%, 3%, 4%, 1.4, 0%, -0.5
Cc1[nH]c2ccccc2c(=O)c1CN1CCCCC1 across the screens: 9%, -4, 9%, 5%, -8%, -2.5, -2%, -4.4

Continued:
mol	WRN helicase inh	PI5P4K alpha inh	EPAC1 antag	EPAC2 ag	PLK1 PBD inh	CCT chaperon mod	EPAC1 ag	IL2 activator
COc1cccc(NC(=O)C2CCN(S(=O)(=O)c3ccc4c(c3)NC(=O)CO4)CC2)c1	3%	-18	-1%	4%	21µM*	-0.9	-8%	-4.2
CCCCNC(=O)C1(C)CCN1C(=O)Cc1ccc(OC)cc1 (stereo not given)	-5%	-4	-5%	-1%	6%	0.7	1%	-0.7
COc1ccc(/C=C2/CCCC(C(=O)C(F)(F)F)=C2O)cc1OC	-7%	-17	?	-8%	5%	0.1	-15%	0.1
Cc1occc1C(=O)N/N=C/C=C\c1ccccc1[N+](=O)[O-]	-1%	-4	-21%	2%	?	-2.7	-5%	0.2
COc1ccccc1-c1noc(CCC(=O)Nc2cccnc2)n1	3%	1	1%	6%	-9%	-1.8	13%	1.0
CC(Oc1ccccc1)c1ccnc2nc(/N=C/N(C)C)nn12 (stereo not given)	-1%	.	0%	8%	-9%	-2.8	13%	5.3
COc1cccc(CNC(=O)CN2C(=O)CCSc3ccc(S(=O)(=O)N4CCCC4)cc32)c1	-3%[57.1 µM]	0	?	-2%	1%	1.2	4%	-2.8
CCCS(=O)(=O)NC(=O)C1(C)CCCN(C(=O)c2cccs2)C1 (stereo not given)	0%	5	3%	15%	-12%	-2.6	-5%	1.2
OCC[C@H]1C[C@@H](O)[C@H](O)[C@@]2(CCCCO2)O1	8%	1	15%	-1%	3%	-1.4	-6%	0.1
Cc1cc(=O)oc2ccc(OC(=O)CC(C)C)cc12	2%	-1	-8%	7%	-17%	-2.0	-1%	1.7
O=C(C[C@H]1C/C=C/CC[C@@H](Cc2ccc(F)cc2)C(=O)OC[C@H](c2ccccc2)NC1=O)NCCO	6%	8	-5%	8%	-2%	-2.7	3%	-0.8
